M4 PAM = positive allosteric modulators of human muscarinic M4 receptor. P08173. CHO-K1 hM4/Gqi5, Fluo-8 calcium fluorescence, ACh EC20; 0% = ACh EC20, 100% = maximal ACh. activation, % at 3 µM. actives 0.4% (n = 360,000). AID 624126;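 active means activation above its plate's cutoff, the mean activation of sample wells plus 3 SD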; further: some results filed as inactive read as strong as hits
CRFBP-R2 agonist = agonists of human CRF-binding protein/CRF-R2 receptor complex; HEK293 CRF-R2/CRF-BP, calcium dye fluorescence (FLIPR); percent of saturating CRF peptide response; activation, % at 13.2 µM; actives 0.46% (n = 350,000); AID 588473;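 active means activation of at least 50%, plus an integration ratio under a set limit after plate pattern correction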;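 further: plate controls were neutral control wells without compound for no effect and CRF at EC100 for full effect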
GalR3 antagonist = antagonists of human GalR3 | O60755 | HEK293 GalR3-CNG cAMP membrane potential fluorescence; galR3 body fused to GalR1 C-terminus | inhibition, % at 3 µM | actives 0.44% (n = 360,000) | AID 651719;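 active means inhibition above the screen-wide average plus 3 SD, cut at about 13% in these data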;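 further: forskolin and galanin both at EC90 stimulate the cells; cAMP rise reported by CNG channel membrane potential dye signal; 0% = forskolin plus galanin with DMSO and 100% = forskolin alone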
CRFBP-R2 block = antagonists of CRF-binding protein/CRF-R2 receptor complex | HEK293 CRF-R2/CRF-BP, CRF-induced calcium fluorescence | inhibition, % at 11.8 µM | actives 0.59% (n = 350,000);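 active means inhibition of the ligand-induced calcium signal above about 50% at the single tested concentration, limit read from the data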
MEKK3 PB1 HTS = MEKK3-MEK5 PB1 interaction, increase or decrease; bead-based flow cytometry, Alexa488-MEK5 binding to MEKK3; actives lie on both sides; 0 = blocked by unlabeled MEK5, 100 = vehicle; binding response (% of control), % at 10 µM; AID 1529; actives 1.4% (n = 290,000);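 active means binding response more than 3 SD above or below the average of its plate-row segment, actives on both sides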;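 further: Alexa488 bead fluorescence after subtracting the streptavidin-only scavenger bead signal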
Target sequence (Q99759 whole entry, looked up): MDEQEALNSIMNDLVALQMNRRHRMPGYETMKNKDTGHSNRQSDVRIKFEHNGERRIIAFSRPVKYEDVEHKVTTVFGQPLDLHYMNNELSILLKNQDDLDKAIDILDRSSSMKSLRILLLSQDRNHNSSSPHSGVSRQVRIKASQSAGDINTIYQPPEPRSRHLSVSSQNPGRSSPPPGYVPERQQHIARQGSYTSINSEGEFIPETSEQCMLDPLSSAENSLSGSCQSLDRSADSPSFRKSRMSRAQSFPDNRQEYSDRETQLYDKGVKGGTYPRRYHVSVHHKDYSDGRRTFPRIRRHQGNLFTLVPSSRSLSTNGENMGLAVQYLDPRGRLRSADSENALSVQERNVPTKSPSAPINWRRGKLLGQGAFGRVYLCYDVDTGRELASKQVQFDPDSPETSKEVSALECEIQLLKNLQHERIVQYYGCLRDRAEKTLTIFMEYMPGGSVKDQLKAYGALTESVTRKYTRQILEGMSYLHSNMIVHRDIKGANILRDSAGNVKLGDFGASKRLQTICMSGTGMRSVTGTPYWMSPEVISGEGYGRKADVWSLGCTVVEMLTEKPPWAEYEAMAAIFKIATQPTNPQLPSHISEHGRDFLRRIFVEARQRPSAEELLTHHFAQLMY
IDE cell activ = activators of human insulin-degrading enzyme in cells; activation, % at 5.96 µM; P14735; AID 493087; actives 0.073% (n = 340,000); HEK cells, FAbeta-B cleavage, fluorescence polarization; 0% vehicle, 100% cell-free pure enzyme wells;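 active means activation above the mean of all tested compounds plus 3 SD, set per screening campaign, cut at about 17% in these data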
pCIP destab = compounds decreasing mouse p/CIP protein stability; AID 1984; Q05BA5; F442A p/CIP-EGFP cells, EGFP fluorescence, 16 h; actives 0.01% (n = 290,000); decrease of EGFP signal, % at 10 µM;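 active means EGFP signal decrease of at least 30% at 10 µM or well 3 SD below plate mean, unless failing retest; inactive means the rest, including hits failing retest or dose response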; further: some compounds called inactive have numbers as strong as hits; many of its hits are not listed in these tables
IDE inh = cellular human IDE inhibition | P14735 | actives 0.41% (n = 320,000) | inhibition, % at 5.59 µM | HEK cells, FAbetaB cleavage, fluorescence polarization;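 active means percent inhibition above the average of all tested compounds plus 3 SD, set per screening campaign, cut at about 16% in these data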;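 further: IDE supplied by intact live HEK cells; FP after avidin binding of uncleaved biotin substrate so inhibition keeps polarization high; 0% = DMSO wells and 100% = 60 µM reference IDE inhibitor Ii1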
PHOSPHO1 block = PHOSPHO1 (human) inhibition | Q8TCT1 | recombinant PHOSPHO1, absorbance phosphatase assay | inhibition, % at 13.3 µM | actives 1.1% (n = 290,000) | AID 1565; in the data active means inhibition above about 60%
Target sequence (Q8TCT1 whole entry, looked up): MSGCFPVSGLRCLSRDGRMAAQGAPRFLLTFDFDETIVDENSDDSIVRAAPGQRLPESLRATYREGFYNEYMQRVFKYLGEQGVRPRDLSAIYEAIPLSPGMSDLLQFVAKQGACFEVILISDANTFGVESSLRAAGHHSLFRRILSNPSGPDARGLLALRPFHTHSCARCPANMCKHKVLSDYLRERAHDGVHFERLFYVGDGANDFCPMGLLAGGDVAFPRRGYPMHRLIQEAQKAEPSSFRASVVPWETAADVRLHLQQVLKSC
Active calls of the source: *; / = not tested or not shown; [ ] = another dose, or the depositor's remark.

no.	M4 PAM	CRFBP-R2 agonist	GalR3 antagonist	CRFBP-R2 block	MEKK3 PB1 HTS	IDE cell activ	pCIP destab	IDE inh	PHOSPHO1 block	compound
1	21.8*	-1.6	-2.2	-4.3	100.0	7.4	1.8	-2.9	4.6	CC(NC(=O)CCNS(=O)(=O)c1ccccc1)c1ccccc1 (configuration not stated)
2	10.5	-1.7	-3.7	-14.9	106.0	8.1	-1.8	3.5	11.9	Nc1nonc1N/N=C\c1ccccc1
3	/	/	/	/	98.0	/	11.4	1.9	16.2	COc1ccccc1/C=N/NC(=O)c1ccc(NC(=O)c2cccc([N+](=O)[O-])c2)cc1
4	1.1	-1.2	3.0	8.6	103.0	-5.7	-14.8	0.3	18.0	CC(C)CCN1CC(O)=C(c2nc(-c3ccc(Cl)cc3)cs2)C1=N
5	-15.0	0.1	1.8	8.9	103.0	-0.7	-3.4	-2.8	-5.5	CC(C)Sc1nc(SCC(=O)NCc2ccco2)c2c3c(sc2n1)COC(C)(C)C3
6	3.0	-0.1	-6.4	-8.8	/	3.1	/	0.1	/	Cc1ccsc1C(=O)OCC(=O)Nc1ccc(Cl)cn1
7	-5.7	-0.1	-9.0	-2.8	102.0	4.6	-17.4	/	/	CC(=O)Nc1ccc(/C=N/Nc2nncc3ccccc23)cc1
8	6.1	-0.2	1.4	69.2*	98.0	0.3	3.7	2.0	-21.4	S=C(NCc1ccc(Cl)c(Cl)c1)Nc1ccc2c(c1)OCO2
9	-6.0	-1.2	-1.5	-3.6	103.0	4.0	-4.6	7.6	-18.6	COc1ccc(-c2cn(CCCOCc3ccccc3)nn2)cc1
10	13.1	-0.8	-1.9	-10.9	89.0	5.7	-7.9	8.6	-4.1	CC(C)[C@H](NC(=O)C1(c2ccccc2)CCN(C(=O)OC(C)(C)C)CC1)C(=O)O
11	-5.1	-9.4	-11.7	-22.0	98.0	2.0	-3.9	2.9	44.8	COc1ccc(-c2nc(C)ncc2-c2ccccc2)c(O)c1
12	-3.8	-0.5	-4.2	5.6	97.0	1.9	13.4	1.4	8.8	Cn1cnnc1SCC(=O)Nc1ncc(C(F)(F)F)cc1Cl
13	-5.8	-2.3	-4.4	9.7	95.0	4.0	-7.1	1.7	-4.8	CCn1c(=O)cc(OCC(=O)NCCCN2CCC(C)CC2)c2ccccc21
14	2.2	-0.5	-3.4	18.8	107.0	-0.9	0.2	3.9	-1.4	CCCCNC(=O)NS(=O)(=O)c1ccc(C(=O)OC(C)C)o1
15	2.3	3.5	/	-9.6	103.0	-5.1	0.7	-2.3	38.6	CC1CCCN(S(=O)(=O)c2ccc3c(c2)C(C)(C)C(=O)N3C)C1 (configuration not stated)
16	5.3	-1.0	-8.3	27.4	101.0	2.5	-1.0	-1.8	35.8	CCCNC(=O)COC(=O)c1ccccc1C(=O)c1ccc(Cl)c([N+](=O)[O-])c1
17	3.9	-1.3	1.3	11.0	97.0	5.1	-2.0	8.8	-7.1	O=C(CNC(=O)c1ccccc1F)OCC(=O)N1CCCc2ccccc21
18	5.3	-1.4	-8.5	-8.6	99.0	7.6	-0.7	5.4	39.5	CCCNC(=O)CN1C(=O)COc2ccc(S(=O)(=O)N3CCCCCC3)cc21
19	6.6	3.6	-2.9	-6.8	/	3.4	/	/	/	CN1C[C@@H]2[C@@H]3C(=O)N(C)C(=O)[C@@H]3[C@](Cc3ccccc3)(C1=O)N2C(=O)c1ccc(Cl)cc1
20	4.7	-0.2	-3.6	-0.9	/	-0.1	/	4.4	/	O=C(NC1CCCC(C(F)(F)F)C1)c1ccc([N+](=O)[O-])o1 (configuration not stated)
21	4.9	-1.3	6.3	1.8	/	-12.7	/	/	/	O=c1c(Br)ccc(Br)cc1Br
22	2.0	-1.3	-2.1	18.8	91.0	-3.5	1.4	6.9	-13.0	O=C(O)c1cccc([N+](=O)[O-])c1C(=O)Nc1cccc2ccccc12
23	-6.0	1.0	-1.1	-27.9	100.0	5.5	-4.4	3.4	-8.9	O=C(c1cccc(S(=O)(=O)N2CCc3ccccc3C2)c1)N1CCN(c2ccccc2)CC1
24	-1.7	-1.1	-4.9	-2.1	2.0*[inhibitor]	-1.1	-26.6	-0.4	3.4	COc1ccc(NC(=O)C2CCN(c3nc(C)cc(C)n3)CC2)cc1
25	14.3	-1.1	-1.9	-11.1	102.0	-0.9	-4.1	6.7	80.4*	CC(C)COC(=O)c1ccc2c(c1O)C(=O)c1ccccc1C2=O
26	-1.1	-7.3	2.3	5.6	100.0	6.0	9.7	-2.8	12.9	CCOC(=O)c1oc2cc(OCC(=O)OC)ccc2c(=O)c1-c1ccc(OC)c(OC)c1
27	1.1	-0.7	-1.6	-6.8	92.0	5.9	-11.1	-3.1	9.7	Cc1ccc(C(=O)NC2(C(F)(F)F)NC(=O)N(c3ccc(Cl)cc3)C2=O)cc1 (configuration not stated)
28	-6.2	0.6	-1.1	-5.5	/	0.3	/	/	/	CC(=O)Nc1ccc(SC(Sc2ccc(NC(C)=O)cc2)c2ccccc2)cc1
29	0.1	0.0	-2.6	15.9	105.0	3.3	2.6	-3.6	39.0	CC(NC(=O)C1CCC(C(=O)NC(C)c2ccccc2)CC1)c1ccccc1 (configuration not stated)
30	-6.7	0.5	-9.8	-0.8	/	10.3	/	-0.2	/	C[C@H]1CN([C@@H](C)CO)C(=O)Cc2cc(NC(=O)CCC(F)(F)F)ccc2O[C@H]1CN(C)Cc1ccc(-c2ccccc2)cc1

A draw from above in order of count of non-hydrogen atoms, lowest first.
no.	M4 PAM	CRFBP-R2 agonist	GalR3 antagonist	CRFBP-R2 block	MEKK3 PB1 HTS	IDE cell activ	pCIP destab	IDE inh	PHOSPHO1 block	compound
29	0.1	0.0	-2.6	15.9	105.0	3.3	2.6	-3.6	39.0	CC(NC(=O)C1CCC(C(=O)NC(C)c2ccccc2)CC1)c1ccccc1 (configuration not stated)
10	13.1	-0.8	-1.9	-10.9	89.0	5.7	-7.9	8.6	-4.1	CC(C)[C@H](NC(=O)C1(c2ccccc2)CCN(C(=O)OC(C)(C)C)CC1)C(=O)O
3	/	/	/	/	98.0	/	11.4	1.9	16.2	COc1ccccc1/C=N/NC(=O)c1ccc(NC(=O)c2cccc([N+](=O)[O-])c2)cc1

Carrying on.
no.	M4 PAM	CRFBP-R2 agonist	GalR3 antagonist	CRFBP-R2 block	MEKK3 PB1 HTS	IDE cell activ	pCIP destab	IDE inh	PHOSPHO1 block	compound
31	-0.4	-0.2	-5.6	1.7	103.0	5.3	16.5	0.9	21.0	COCCCNC(=S)N/N=C/c1ccc2ccccc2c1
32	11.0	1.9	-0.6	8.1	99.0	3.5	/	-3.3	/	CNC(=S)N/N=C/c1ccc(C(C)C)cc1
33	-2.9	-3.9	-3.2	1.2	87.0	-6.5	15.5	1.3	4.5	Oc1ccc(N=Nc2ccc3c(c2)OCCO3)c2cccnc12
34	3.1	-0.8	-6.3	-0.1	/	1.6	/	-0.3	/	CC(C)c1ccc(NC(=O)CCCN2C(=O)NC(C)(C)C2=O)cc1
35	5.5	0.6	-2.7	-13.7	99.0	-0.9	-5.5	-1.4	2.5	CCN(CC)C(=O)C1CCCN(c2ccc([N+](=O)[O-])cc2/C=N/NC(=O)c2cccc(O)c2)C1 (configuration not stated)
36	-2.1	-0.1	-3.5	-3.1	100.0	0.3	-4.8	2.3	-9.8	CC(C)OC(=O)CSc1nc2cccnc2n1C1CCCCC1
37	2.1	1.0	-0.6	-4.4	98.0	2.5	-12.8	-0.4	0.1	CCCCn1nnc(NC(=O)c2ccco2)n1
38	-7.3	2.9	-9.5	-5.9	105.0	0.3	-1.4	-3.7	19.1	CCOC(=O)C1CCN(S(=O)(=O)c2ccc3c(c2)NC(=O)C(C)S3)CC1 (configuration not stated)
39	10.2	-2.2	-3.0	2.5	/	0.3	/	-1.5	/	COc1ccc(OC)c(NC(=O)C(C)SCc2nc3sc(C)c(C)c3c(=O)[nH]2)c1 (configuration not stated)
40	-3.5	11.9	0.1	12.4	93.0	1.2	-53.2	-9.4	17.2	N#Cc1cc2cc3ccccc3nc2n2c(=O)c3ccccc3nc12
41	5.2	0.2	-2.4	-1.3	106.0	-0.1	-6.1	6.4	13.7	COc1ccc2cc(C(=O)C3CCCN(C(=O)c4cncs4)C3)ccc2c1 (configuration not stated)
42	4.3	-3.1	-1.6	12.6	103.0	1.2	2.8	2.1	-0.1	Cn1c(=O)n(C)c2cc(S(=O)(=O)NCCO)ccc21
43	16.0	0.0	-1.5	-4.6	107.0	-0.8	-0.7	2.2	0.6	CCN(CC)P(=O)(/C(Cl)=C\Nc1c(C)n(C)n(-c2ccccc2)c1=O)N(CC)CC
44	7.3	-1.5	0.4	-12.2	97.0	-1.1	-8.6	-1.0	-1.1	CN(CCc1cnn(C)c1)Cc1cn(C)nc1-c1ccc2c(c1)OCCO2
45	2.5	-0.7	-4.5	-6.0	102.0	2.9	-6.2	-2.7	47.9	CN(CC(=O)Nc1ccc(F)cc1)C(=O)C1CC(=O)N(Cc2ccccc2)C1 (configuration not stated)
46	-0.1	0.9	-1.9	-0.6	104.0	-2.8	-2.8	-3.6	-18.1	CN(C)CCCN1C(=O)CSC1c1ccccc1 (configuration not stated)
47	-1.6	0.0	-2.9	8.4	/	4.1	/	5.5	/	CC(=O)Nc1ccccc1OCC(=O)NC1CCCCC1C (configuration not stated)
48	-1.0	1.5	-7.1	-7.5	100.0	1.8	-5.5	-1.5	26.1	COc1ccc(NC(=O)CN(C)S(=O)(=O)c2ccc3c(c2)c(=O)n(C)c(=O)n3C)cc1
49	-5.3	0.0	4.0	5.9	101.0	3.2	-0.3	1.9	19.0	O=C(Nc1c(-c2ccccc2)nc2ccccn12)c1ccccc1
50	-22.8	-2.2	-5.1	-7.8	101.0	0.9	13.8	2.3	8.1	CC1CC(C)CN(CCOCCSc2ccc(Cl)cc2)C1 (configuration not stated)
51	2.5	4.4	0.6	13.3	107.0	1.6	-12.7	6.0	50.5	Cn1cccc1Cc1nnc(SCC(=O)N2CCCCCC2)n1CCc1ccccc1
52	-9.1	-0.3	-4.8	-14.6	105.0	4.5	-9.6	1.3	10.4	COc1ccc(S(=O)(=O)N2CCCC(C(=O)Nc3cccnc3)C2)cc1Cl (configuration not stated)
53	-7.9	7.8	-3.5	-7.3	110.0	3.3	-12.6	-3.0	-13.0	COc1ccc2ccccc2c1-c1sc(Nc2ccccc2)n[n+]1-c1ccc(F)cc1
54	1.5	0.8	-10.2	-15.9	103.0	2.2	1.3	-0.4	6.9	CSc1ncc(Cl)c(C(=O)Nc2ccc(C)c(C)c2)n1
55	-16.7	-2.5	-2.8	3.6	104.0	0.5	-8.5	-2.0	7.5	CC(=O)Nc1ccc(N(C(=O)CNC(=O)c2ccco2)C(C(=O)NCc2ccco2)c2ccccc2F)cc1 (configuration not stated)

Assay outcomes (PubChem)
